# Screening data: PubChem BioAssay, Broad Institute
# KDM4C inh: KDM4C (human) demethylase inhibition | Q9H3R0 | GST-KDM4C 2-372, H3K9me3 peptide, LANCE TR-FRET | inhibition, % at 12.5 µM | hit rate 0.15% among 96,000 | AID 720574;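 active means mean replicate inhibition above about 25%, with at least 55% of replicates also reaching it, limit read from the data, passing the limit was not always enough; inconclusive means only one of those two conditions met; inactive means neither condition met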
# Target sequence (Q9H3R0 2-372 limits assumed): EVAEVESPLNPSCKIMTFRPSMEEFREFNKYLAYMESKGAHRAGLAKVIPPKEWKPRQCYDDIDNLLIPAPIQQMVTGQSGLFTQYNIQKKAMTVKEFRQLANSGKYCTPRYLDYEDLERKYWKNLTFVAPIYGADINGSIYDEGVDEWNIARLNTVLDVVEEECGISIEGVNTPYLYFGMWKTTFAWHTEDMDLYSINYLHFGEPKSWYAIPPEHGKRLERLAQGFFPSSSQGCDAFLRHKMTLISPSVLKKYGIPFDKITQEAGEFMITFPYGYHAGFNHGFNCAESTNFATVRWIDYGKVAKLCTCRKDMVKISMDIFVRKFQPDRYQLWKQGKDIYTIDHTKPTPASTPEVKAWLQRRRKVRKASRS
#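 Test system: N-terminal GST-fused human GASC-1 (KDM4C) fragment, residues 2-372; quantity: GASC-1 enzyme at 10 nM final in reaction; dosing: single dose; schedule: 30 min demethylation and 1 h detection at room temperature; signal: LANCE TR-FRET, excitation 340 nm, emissions 618 and 671 nm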
# Pf Dd2 inh: blocks growth of Plasmodium falciparum Dd2 parasites | P. falciparum Dd2 growth, SYBR Green, 72 h; hits give low values | activity change, % at 10 µM | hit rate 2.3% among 94,000 | AID 1159554; in the data active means activity change below about -80%; inconclusive means no clear call, values can overlap the other calls
# Tcruzi prolif: blocks T. cruzi growth in NIH3T3 culture; T. cruzi beta-gal in NIH3T3, GalScreen luminescence, 90 h; inhibition, % at 8.34 µM; hit rate 5.9% among 77,000; AID 624255;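 active means mean inhibition above about 93%, with at least 55% of replicates each passing it, limit read from the data, passing the limit was not always enough; inconclusive means only one of those two conditions holds; inactive means neither condition holds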
# C diff growth: inhibitors of Clostridium difficile growth; Clostridium difficile clinical isolate growth, OD600, 24 h; hits give low values; AID 1259249; hit rate 0.25% among 86,000; growth activity, negative = inhibition, % at 16 µg/mL (by protocol);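 active means mean growth activity at or below -80% and every replicate also at or below -80%; inconclusive means mean at or below -80% but some replicate above -80%; inactive means mean growth activity above -80%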;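 further: 0% = DMSO wells and -100% = levofloxacin 16 µg/mL wells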
# * = called active by the depositor; ? = inconclusive; . = no result given; & = joins results of further samples.
SMILES,KDM4C inh,Pf Dd2 inh,Tcruzi prolif,C diff growth
N#Cc1ccc(-c2ccc([C@@H]3[C@@H](CO)N4C(=O)CN(C(=O)C5CCCC5)C[C@H]34)cc2)cc1,-0.3,-23,.,-9
COc1ccc2c3c([nH]c2c1)[C@@H](CO)N(Cc1ccccc1F)CC31CN(C)C1,-0.7,-7,.,-2
CCS(=O)(=O)Nc1ccc2c(c1)C(=O)N(C)C[C@@H](OC)[C@H](C)CN(C(=O)CN(C)C)[C@@H](C)CO2,1.3,29,8,-4
O=C(C[C@@H]1C[C@H]2c3cc(NC(=O)c4ccc5c(c4)OCO5)ccc3O[C@H]2[C@H](CO)O1)NCCc1ccccc1,4.9,-51,29,.
C[C@@H]1CN([C@H](C)CO)C(=O)c2cc(NC(=O)Nc3ccc(C(F)(F)F)cc3)ccc2O[C@H]1CN(C)Cc1ccc(C(=O)Nc2ccccc2N)cc1,1.0,-72,.,26
COc1ccccc1CNC(=O)C[C@H]1CC[C@@H]2[C@H](COC[C@@H](O)CN2C(=O)Nc2ccc(F)cc2)O1,-1.3,1,-4,6&-7
Cc1ccc(S(=O)(=O)N(C)C[C@H]2Oc3ccc(NC(=O)Cn4cnnn4)cc3C(=O)N([C@H](C)CO)C[C@H]2C)cc1,-0.9,-48,11,4
C[C@H]1CN([C@@H](C)CO)C(=O)c2cc(C#Cc3cccnc3)cnc2O[C@@H]1CN(C)C(=O)CN(C)C,-2.0,-4,.,-1
Cc1ccccc1-c1ccc(C2[C@H]3CNC[C@@H]2N3C(=O)Nc2ccc(C(F)(F)F)cc2)cc1 (stereo partly specified),-1.0&-0.9,14&-2,.,-96*
CO[C@H]1CN(C)C(=O)c2ccc(NC(=O)C3CCOCC3)cc2OC[C@H](C)N(C(C)=O)C[C@@H]1C,-0.6,22,.,.
CO[C@@H]1CN(C)C(=O)c2cc(NC(=O)c3ccccc3F)ccc2OC[C@H](C)N(CC2CCOCC2)C[C@@H]1C,-0.3,-29,35,.
Cc1ccc(S(=O)(=O)Nc2ccc3c(c2)CC(=O)N([C@H](C)CO)C[C@@H](C)[C@H](CN(C)S(=O)(=O)c2ccc(F)cc2)O3)cc1,-0.1,-5,5,-4
C[C@@H]1CN([C@H](C)CO)C(=O)c2cc(NS(=O)(=O)c3ccc(F)cc3)ccc2O[C@@H](C)CCCCO[C@@H]1CN(C)S(=O)(=O)c1cn(C)cn1,0.2,-31,60,4
COCC(=O)N1CC(=O)N2[C@H](CO)[C@@H](c3ccc(C#CC4CC4)cc3)[C@@H]2C1,17,-30,.,6
C[C@@H]1CN([C@@H](C)CO)C(=O)c2cc(NC(=O)Nc3ccc4c(c3)OCO4)ccc2O[C@@H]1CN(C)Cc1ccc2c(c1)OCO2,0.0,-15,-46,23
CCCNC(=O)C[C@H]1CC[C@@H]2[C@H](COc3ccc(NC(=O)NCCC)cc3C(=O)N2C)O1,-2.1,-12,.,-4
Cc1ccc(S(=O)(=O)N[C@@H]2CC[C@@H](CCNS(=O)(=O)Cc3ccccc3)O[C@H]2CO)cc1,-0.3,2,-49,0
C[C@@H]1CN([C@H](C)CO)C(=O)Cc2cc(NC(=O)CCCN(C)C)ccc2O[C@H]1CN(C)Cc1ccc(-c2ccccc2)cc1,.,-4,.,-9
O=C(NCC[C@H]1CC[C@@H](NS(=O)(=O)c2cccc(F)c2)[C@H](CO)O1)C1CCOCC1,0.7,.,.,9
CCCC#Cc1cnc2c(c1)C(=O)N([C@H](C)CO)C[C@@H](C)[C@@H](CN(C)C(=O)Cc1ccccc1)O2,1.2,10,26,0
C/C=C/c1cnc2c(c1)C(=O)N([C@H](C)CO)C[C@@H](C)[C@@H](CN(C)C(=O)C1CCCCC1)O2,0.4,17,9,5
Cc1noc(C)c1NC(=O)N(C)C[C@@H]1Oc2ccc(NC(=O)Cn3cnnn3)cc2CC(=O)N([C@H](C)CO)C[C@H]1C,-0.2,32,-31,-2
Cc1ccc(S(=O)(=O)N(C)C[C@H]2Oc3ccc(NC(=O)Cc4ccccc4)cc3C(=O)N([C@H](C)CO)C[C@H]2C)cc1,3.5,0,18,-8
C[C@@H]1CCCCO[C@H](CN(C)C(=O)c2ccccc2)[C@@H](C)CN([C@H](C)CO)C(=O)c2cc(NS(C)(=O)=O)ccc2O1,-1.0,.,-20,-3
COc1ccc(S(=O)(=O)N(C)C[C@H]2Oc3c(NC(=O)C4CC4)cccc3C(=O)N([C@@H](C)CO)C[C@H]2C)cc1,1.9,-36,8,-2
# (cont.)
SMILES,KDM4C inh,Pf Dd2 inh,Tcruzi prolif,C diff growth
CCCC#Cc1cnc2c(c1)C(=O)N([C@H](C)CO)C[C@H](C)[C@@H](CN(C)S(=O)(=O)c1ccccc1)O2,-1.3,-49,75,-8
CCCNC(=O)N1[C@H](C#N)[C@H](c2ccccc2)[C@H]1CO,-0.4,-39,37,-10
Cc1noc(C)c1NC(=O)N(C)C[C@@H]1Oc2ccc(NC(=O)Cc3ccccc3)cc2C(=O)N([C@H](C)CO)C[C@H]1C,-1.3,4,81,2
Cc1noc(C)c1S(=O)(=O)Nc1ccc2c(c1)CC(=O)N([C@@H](C)CO)C[C@@H](C)[C@@H](CN(C)S(=O)(=O)c1ccc(Cl)cc1)O2,0.0,-26,?,6
COC(=O)C[C@H]1C[C@H]2c3cc(N)ccc3O[C@H]2[C@@H](CO)O1,5.7,-4,1,3
C[C@H]1CN([C@@H](C)CO)C(=O)Cc2cc(NS(=O)(=O)c3ccc(F)cc3)ccc2O[C@@H]1CN(C)C(=O)NC1CCCCC1,0.8,8,-19,4
CO[C@H]1CN(C)C(=O)c2cc(NC(=O)C3CCC3)ccc2OC[C@@H](C)N(C)C[C@@H]1C,2.1,-11,28,.
COc1cccc(CN2CC3(CN(Cc4ccccn4)C3)c3c([nH]c4cc(OC)ccc34)[C@H]2CO)c1,0.3,-87*,.,13
CN(C)C(=O)C[C@H]1C[C@H]2c3cc(NS(=O)(=O)c4ccccc4)ccc3O[C@H]2[C@H](CO)O1,2.5,0,-4,-1
CCC(=O)N1CC2(C1)CN(Cc1nccs1)[C@@H](CO)c1c2c2ccc(OC)cc2n1C,-0.3,4,.,-3
COc1ccc(NC(=O)N(C)C[C@H]2Oc3ccc(NC(=O)NC4CCCCC4)cc3CC(=O)N([C@H](C)CO)C[C@@H]2C)cc1,-0.2,-6,31,18
O=C(C[C@H]1CC[C@@H](NC(=O)C2CCOCC2)[C@@H](CO)O1)NCc1ccccc1Cl,0.2,-2,-34,.
CCCNC(=O)N(C)C[C@@H]1Oc2ncc(C#Cc3ccccc3F)cc2C(=O)N([C@H](C)CO)C[C@@H]1C,0.7,-6,62,-1
C[C@@H]1CN([C@@H](C)CO)C(=O)Cc2cc(NS(=O)(=O)c3ccccc3)ccc2O[C@H]1CN(C)C(=O)NC1CCCCC1,0.3,-22,-8,-6
C[C@@H]1CN([C@@H](C)CO)C(=O)c2cccc(NC(=O)Nc3ccc4c(c3)OCO4)c2O[C@@H]1CN(C)C(=O)Nc1ccc(C(F)(F)F)cc1,-1.4,-74,-20,17
CC(C)NC(=O)N1CC2(C1)[C@H](c1ccccc1)[C@@H](CO)N2C(=O)C1CCCC1,1.4,0,.,18
CC(C)(O)C#Cc1ccc([C@@H]2[C@H]3CN(C(=O)c4ccc(F)cc4)CCCCN3[C@H]2CO)cc1,0.6,-70,-3,-9
C[C@@H]1CCCCO[C@H](CN(C)S(=O)(=O)c2cn(C)cn2)[C@@H](C)CN([C@H](C)CO)C(=O)c2cc(NS(=O)(=O)c3cn(C)cn3)ccc2O1,-0.5,50,-45,2
COc1ccc(NC(=O)Nc2ccc3c(c2)C(=O)N([C@@H](C)CO)C[C@@H](C)[C@@H](CN(C)S(=O)(=O)c2ccc(Cl)cc2)OCCCC[C@@H](C)O3)cc1,0.1,-53,121*,-6
COCC(=O)Nc1ccc2c(c1)OC[C@H](C)N(Cc1ccccc1OC)C[C@@H](C)[C@@H](OC)CN(C)C2=O,-0.6,-52,38,.
CC(=O)N(C)C[C@H]1Oc2cc(C#CC(C)(C)O)ccc2S(=O)(=O)N([C@H](C)CO)C[C@@H]1C,0.4,39,.,-1
C[C@@H]1CN([C@@H](C)CO)C(=O)c2cc(NC(=O)Nc3ccc4c(c3)OCO4)ccc2O[C@@H]1CN(C)Cc1ccc(C(=O)Nc2ccccc2N)cc1,-0.6,-70,38,4
C[C@H]1CN([C@@H](C)CO)C(=O)Cc2cc(NS(=O)(=O)c3cn(C)cn3)ccc2O[C@H]1CN(C)CC1CC1,1.3,-25,15,2
Cc1ccc(S(=O)(=O)N(C)C[C@H]2OCCCC[C@H](C)Oc3ccc(NC(=O)c4ccccc4)cc3C(=O)N([C@H](C)CO)C[C@H]2C)cc1,-0.1,-81*,71,.
CC(=O)N(C)C[C@H]1Oc2cc(-c3cncnc3)ccc2S(=O)(=O)N([C@H](C)CO)C[C@@H]1C,-2.2,31,-20,0

# Brought forward from above: 7 compounds; new compounds follow.
SMILES,KDM4C inh,Pf Dd2 inh,Tcruzi prolif,C diff growth
COc1ccc(NC(=O)Nc2ccc3c(c2)C(=O)N([C@@H](C)CO)C[C@@H](C)[C@@H](CN(C)S(=O)(=O)c2ccc(Cl)cc2)OCCCC[C@@H](C)O3)cc1,0.1,-53,121*,-6
COCC(=O)Nc1ccc2c(c1)OC[C@H](C)N(Cc1ccccc1OC)C[C@@H](C)[C@@H](OC)CN(C)C2=O,-0.6,-52,38,.
CC(=O)N(C)C[C@H]1Oc2cc(C#CC(C)(C)O)ccc2S(=O)(=O)N([C@H](C)CO)C[C@@H]1C,0.4,39,.,-1
C[C@@H]1CN([C@@H](C)CO)C(=O)c2cc(NC(=O)Nc3ccc4c(c3)OCO4)ccc2O[C@@H]1CN(C)Cc1ccc(C(=O)Nc2ccccc2N)cc1,-0.6,-70,38,4
C[C@H]1CN([C@@H](C)CO)C(=O)Cc2cc(NS(=O)(=O)c3cn(C)cn3)ccc2O[C@H]1CN(C)CC1CC1,1.3,-25,15,2
Cc1ccc(S(=O)(=O)N(C)C[C@H]2OCCCC[C@H](C)Oc3ccc(NC(=O)c4ccccc4)cc3C(=O)N([C@H](C)CO)C[C@H]2C)cc1,-0.1,-81*,71,.
CC(=O)N(C)C[C@H]1Oc2cc(-c3cncnc3)ccc2S(=O)(=O)N([C@H](C)CO)C[C@@H]1C,-2.2,31,-20,0
COc1ccc(S(=O)(=O)N(C)C[C@H]2Oc3ccc(NC(=O)c4ccncc4)cc3CC(=O)N([C@@H](C)CO)C[C@@H]2C)cc1,0.1,44,15,5
Cc1ccc(S(=O)(=O)Nc2ccc3c(c2)C(=O)N([C@H](C)CO)C[C@H](C)[C@H](CN(C)C)OCCCC[C@@H](C)O3)cc1,-1.7,-16,-3,-4
C[C@@H]1CN([C@@H](C)CO)S(=O)(=O)c2ccc(Br)cc2O[C@@H]1CN(C)S(=O)(=O)c1ccc(F)cc1,.,-11,34,13
C/C=C/c1ccc2c(c1)O[C@H](CN(C)C(=O)CC)[C@@H](C)CN([C@H](C)CO)S2(=O)=O,2.6,51,-9,3
COCC(=O)NC[C@@H]1[C@H](c2ccc(C3=CCCC3)cc2)[C@@H](CO)N1C(C)=O,1.2,10,108*,-10
Cc1noc(C)c1NC(=O)Nc1ccc2c(c1)C(=O)N([C@@H](C)CO)C[C@H](C)[C@H](CN(C)CC1CCCCC1)OCCCC[C@H](C)O2,0.0,-41,8,1
COCC(=O)N(C)C[C@@H]1Oc2cc(-c3ccccc3F)ccc2S(=O)(=O)N([C@@H](C)CO)C[C@H]1C,0.7,8,.,-2
CNC[C@H]1Oc2ccc(NC(=O)CCN3CCOCC3)cc2CC(=O)N([C@H](C)CO)C[C@@H]1C,3.7,3,32,-2
O=C1CN(S(=O)(=O)Cc2ccccc2)C[C@@H]2[C@@H](c3ccc(C#Cc4cccc(F)c4)cc3)[C@@H](CO)N12,-1.9,-32,.,-2
C[C@@H]1CN([C@H](C)CO)C(=O)Cc2cc(NC(=O)CCC(F)(F)F)ccc2O[C@@H]1CN(C)CC1CC1,3.8,9,74,3
COc1ccc(-c2ccc([C@@H]3[C@H](CO)N4CCCCN(C(=O)NC(C)C)C[C@@H]34)cc2)cc1,0.7,-17,109*,9
COC(=O)C[C@H]1CC[C@@H]2[C@@H](COc3ccc(NC(=O)c4cccc(F)c4)cc3C(=O)N2C)O1,-0.3,-12,-16,4
C[C@@H](NC(=O)C[C@H]1CC[C@@H]2[C@H](COC[C@H](O)CN2C(=O)Nc2ccccc2)O1)c1ccccc1,-1.4,2,0,.
COCC(=O)N1[C@H](CNC(=O)c2ccccn2)[C@@H](c2ccccc2)[C@@H]1CO,0.9,-25,48,-8
CCCNC(=O)C[C@@H]1CC[C@H]2[C@@H](COC[C@@H](O)CN2Cc2ccc(Cl)c(Cl)c2)O1,0.8,-9,6,-19
CCC(=O)Nc1ccc2c(c1)C(=O)N(C)C[C@@H](OC)[C@@H](C)CN(C(=O)c1cnccn1)[C@@H](C)CO2,0.8,22,35,.
O=C(C[C@@H]1CC[C@@H](NC(=O)c2ccc3c(c2)OCO3)[C@H](CO)O1)NC1Cc2ccccc2C1,0.1,14,-6,.
COc1ccc(NC(=O)N(C)C[C@@H]2Oc3c(NC(=O)Nc4ccc5c(c4)OCO5)cccc3C(=O)N([C@@H](C)CO)C[C@H]2C)cc1,-1.8,-26,-7,-1
